Candida biofilm: kills Candida albicans biofilms; actives 0.14% (n = 85,000); inhibition, % at 6 µM; C. albicans biofilm + clotrimazole, Alamar Blue;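 active = inhibition above 20%; inactive = inhibition below 20%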;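 also: preformed 24 hr biofilms exposed to compound for 48 hr; 0% = biofilm without compound and 100% = blank killed by clotrimazole plus chlorhexidine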
TNFa cytotox: toxic to HUVEC cells under TNF alpha stimulation; actives 0.17% (n = 93,000); AID 848; cell count reduction, % at 2 µM; HUVEC TNFalpha-stimulated, Hoechst cell count, imaging;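 active = cell count reduction exceeding the screen mean by over 5 SD, scaled to untreated wells per plate, cut at about 78% in these data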;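 also: cells counted after 24 h of TNF alpha exposure following the 1 h pretreatment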
CYP2C9 activ: CYP2C9 (human) activation; recombinant CYP2C9, luciferin-H conversion, luminescence; stronger effect = higher value; factor 1 = untreated enzyme, 0 = blocked; activation factor at 5 µM; actives 1.4% (n = 96,000);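 active = activation factor of 2 or more for CYP2C9 at a 5 µM dose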;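 also: 0 = sulfaphenazole-blocked wells and 1 = vehicle-only wells; values of inactives mirror those of a sister screen read the other way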
Target sequence (P11712 whole entry, looked up): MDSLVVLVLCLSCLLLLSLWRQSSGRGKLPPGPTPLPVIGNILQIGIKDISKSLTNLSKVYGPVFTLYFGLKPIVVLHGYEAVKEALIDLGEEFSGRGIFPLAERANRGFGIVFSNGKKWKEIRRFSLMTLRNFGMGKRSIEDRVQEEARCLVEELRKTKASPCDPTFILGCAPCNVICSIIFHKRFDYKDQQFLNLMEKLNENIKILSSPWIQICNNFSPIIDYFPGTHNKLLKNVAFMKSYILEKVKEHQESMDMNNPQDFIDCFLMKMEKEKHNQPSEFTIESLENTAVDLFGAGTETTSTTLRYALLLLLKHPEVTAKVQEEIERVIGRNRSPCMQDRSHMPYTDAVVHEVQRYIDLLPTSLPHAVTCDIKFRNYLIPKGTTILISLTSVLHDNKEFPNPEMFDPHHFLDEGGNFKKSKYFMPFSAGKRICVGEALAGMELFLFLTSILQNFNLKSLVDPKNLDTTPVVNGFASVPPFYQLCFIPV
VCAM1 TNFa inh: reduces TNF alpha induced VCAM1 expression in HUVEC; actives 0.48% (n = 95,000); HUVEC TNFa-induced VCAM-1 immunofluorescence, high-content imaging; inhibition, % at 2 µM; AID 802;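 active = inhibition above the batch mean plus 3 SD, with images confirmed as a hit by eye, cut at about 37% in these data; inconclusive = inhibition above that limit but hit not confirmed in images; inactive = inhibition not above that limit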;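 also: 0% = TNF-stimulated DMSO wells and 100% = unstimulated control wells; not every result past the cut was called active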
CYP2C9 inhib: human CYP2C9 inhibition; P11712; CYP2C9 Supersomes, luciferin-H conversion, luminescence; inhibition, % at 5 µM; actives 20% (n = 96,000); AID 777;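 active = blocking of liver enzyme CYP2C9 beyond about 50% at 5 µM, limit read from the data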; also: values of inactives mirror those of a sister screen read the other way
CYP2C19 inh: human CYP2C19 inhibition | AID 778 | actives 21% (n = 96,000) | inhibition, % at 5 µM | CYP2C19 Supersomes, luciferin-H EGE luminescence, 30 min;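 active = CYP2C19 inhibition above a set limit at 5 µM in the primary screen, cut at about 50% in these data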;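 also: plate controls were negative control wells for no effect and 2.5 mM tranylcypromine positive control for full effect; values of inactives mirror those of a sister screen read the other way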
IL1B cytotox: toxic to HUVEC cells under IL-1B stimulation | HUVEC cell count loss, Hoechst imaging, IL-1B stimulated | cell count reduction, % at 2 µM | actives 0.41% (n = 94,000);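 active = cell count reduction more than 3 SD above the screen-wide mean, cut at about 70% in these data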;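 also: normalized per plate to untreated control cells as the no-loss baseline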
CYP2C19 activ: cytochrome P450 2C19 (human) activation. 96,000 tested, under 10 active. activation factor at 5 µM. recombinant CYP2C19, luciferin-H EGE luminescence; stronger effect = higher value; 0 = fully inhibited enzyme, 1 = untreated enzyme;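 active = activation factor of at least 2 at 5 µM in the primary screen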;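 also: 0 = wells with 2.5 mM tranylcypromine and 1 = vehicle-only wells; values of inactives mirror those of a sister screen read the other way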
DAT uptake mod: modulates human dopamine transporter uptake under cocaine | actives 1.3% (n = 110,000) | Q01959 | B-score at 10 µM | LLC-PK1 hDAT cells, [14C]-dopamine uptake with cocaine IC80; actives deviate in either direction;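 active = Z score or B-score, a plate-position-corrected score, falls beyond the plate's 99.7% confidence bounds, in either direction; inactive = both scores lie inside the 99.7% bounds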;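 also: scored against the spread of the other compound wells on the same plate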
Target sequence (Q01959 whole entry, looked up): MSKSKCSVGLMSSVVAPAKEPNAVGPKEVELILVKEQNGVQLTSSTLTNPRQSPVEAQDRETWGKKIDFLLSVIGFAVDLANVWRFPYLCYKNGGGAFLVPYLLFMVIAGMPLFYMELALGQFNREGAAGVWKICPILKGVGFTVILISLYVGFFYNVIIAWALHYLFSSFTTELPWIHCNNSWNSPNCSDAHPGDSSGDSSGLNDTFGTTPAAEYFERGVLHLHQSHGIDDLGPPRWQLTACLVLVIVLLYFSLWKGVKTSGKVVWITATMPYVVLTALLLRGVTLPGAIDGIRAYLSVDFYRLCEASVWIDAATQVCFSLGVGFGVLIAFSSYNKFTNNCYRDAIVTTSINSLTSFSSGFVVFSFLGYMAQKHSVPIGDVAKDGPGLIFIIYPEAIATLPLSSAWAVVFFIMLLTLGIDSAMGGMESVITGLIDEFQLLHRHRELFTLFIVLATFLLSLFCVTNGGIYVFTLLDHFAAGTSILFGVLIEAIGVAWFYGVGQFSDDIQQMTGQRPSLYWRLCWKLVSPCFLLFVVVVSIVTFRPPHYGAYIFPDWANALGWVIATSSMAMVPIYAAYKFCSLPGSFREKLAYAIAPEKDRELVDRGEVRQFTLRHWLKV
Active calls of the source: *; u = inconclusive; x = no result given.

Results follow in this order: Candida biofilm | TNFa cytotox | CYP2C9 activ | VCAM1 TNFa inh | CYP2C9 inhib | CYP2C19 inh | IL1B cytotox | CYP2C19 activ | DAT uptake mod
1. O=C(c1cnn2c1NC(c1ccc(Br)cc1)CC2C(F)(F)F)N1CCN(C23CC4CC(CC(C4)C2)C3)CC1 (stereo unspecified)
→ 8 | -4 | x | 4 | x | x | 4 | x | -1.1
2. O=C(Nc1ncccc1Cl)C1COc2ccccc2O1 (stereo unspecified)
→ 3 | -30 | 1.1 | 12 | -9 | 46 | -26 | 0.5 | -0.07
3. COc1ccc(CC(=O)Nc2ccc(OC)c(NC(=O)c3ccco3)c2)cc1
→ 3 | 3 | 0.8 | 0 | 17 | 11 | -6 | 0.9 | 1.2
4. Nc1nonc1-c1nc2ccccc2[nH]1
→ 5 | x | 0.8 | x | 16 | 21 | -18 | 0.8 | -0.11
5. CCc1ccc(-c2csc3[n+]2CCN3C(C)=O)cc1
→ 2 | -6 | 1 | 8 | 4 | 22 | -7 | 0.8 | -0.87
6. COCCOC(=O)C1=C(C)NC2=C(C(=O)CCC2)C1c1ccc(N(C)C)cc1 (stereo unspecified)
→ 0 | -18 | 0.7 | -4 | 30 | 21 | -50 | 0.8 | 3.1*
7. COc1ccc(C(=O)CSc2nnc(-c3cc(C)cc(C)c3)o2)cc1
→ -7 | -6 | 1.1 | -3 | -13 | 62* | -5 | 0.4 | -0.4
8. O=C(c1ccccc1)N1CCN(CC(O)COCC2CC=CCC2)CC1 (stereo unspecified)
→ 7 | -2 | 0.9 | -4 | 8 | 13 | 36 | 0.9 | 0.29
9. c1cc2c(cc1-c1cnc3n1CCC3)OCCO2
→ 6 | -3 | 1 | -8 | -2 | -3 | 29 | 1 | 0.11
10. CCOC1OC2C(CO)OC(n3cnc4c(N)ncnc43)C2O1 (stereo unspecified)
→ -1 | x | 1 | x | 3 | 4 | x | 1 | -1
11. CC(C)CC(=O)Nc1ccc2c(c1)oc1ccccc12
→ 4 | -6 | 0.8 | 3 | 16 | 33 | -21 | 0.7 | 0.38
12. COc1ccc(CNC(=O)C2CCCN2S(=O)(=O)c2ccc(S(=O)(=O)N(C)C)cc2)cc1 (stereo unspecified)
→ 6 | x | 0.7 | x | 30 | 9 | x | 0.9 | 0.0029
13. O=C(N/N=C/c1cccc(Oc2ccccc2)c1)c1cccc(Br)c1
→ x | 50 | 0.5 | 5 | 53* | 42 | -3 | 0.6 | 1.4
14. Cc1ccc(OCc2nc(C#N)c(NCCCn3ccnc3)o2)cc1
→ 2 | -24 | 0.1 | 18 | 91* | 99* | 17 | 0 | 0.66
15. Cc1ccc(C)c(OC(=O)c2ccncc2)c1
→ 9 | -12 | x | -14 | x | x | -9 | x | -0.84
16. C/C(NCc1ccccc1)=C(\C#N)C(=O)NCc1ccccc1
→ 1 | -6 | 0.6 | 7 | 40 | 29 | -1 | 0.7 | 0.0051
17. O=C(NCc1ccco1)C1CCN(S(=O)(=O)N2CCC3(CC2)OCCO3)CC1
→ 4 | 4 | 0.2 | 6 | 84* | 8 | 16 | 0.9 | 1.2
18. CCc1ccccc1NC(=O)N[C@H](C(=O)O)C(C)CC (stereo partly specified)
→ 1 | -9 | 0.9 | 7 | 15 | 9 | -12 | 0.9 | -1.2
19. CC(=O)N(CC1CCCO1)c1nnc(-c2ccccn2)s1 (stereo unspecified)
→ 7 | -4 | 0.7 | -4 | 26 | 24 | 13 | 0.8 | 0.36
20. C=CCOc1c(CNc2ccc(C(=O)O)cc2)cccc1OCC
→ x | 10 | 1.1 | -41 | -10 | 0 | 7 | 1 | 0.057
21. CC(=O)Nc1ccc(Oc2ncccn2)c(Cl)c1
→ 4 | -11 | 1 | 8 | -4 | 11 | 7 | 0.9 | -0.48
22. COc1cc(S(=O)(=O)n2nnc3ccccc32)c(OC)cc1Cl
→ 6 | x | x | -4 | x | x | 87* | x | -1.2
23. CCn1nccc1C(=O)Nc1nc2ccccc2n1CCN1CCCCC1
→ 7 | -16 | 0.9 | 17 | 7 | 16 | -19 | 0.8 | 0.87
24. CCOC(=O)c1ccc(N=c2sc(C(=O)OC)cc(=O)n2Cc2ccco2)cc1
→ 6 | x | 0.5 | x | 49 | 16 | x | 0.8 | 0.05
25. COc1ccc(CNC(=O)C(c2cccs2)N(C(=O)c2csnn2)C2CC2)cc1 (stereo unspecified)
→ 6 | -32 | 1 | 0 | -2 | 16 | -22 | 0.8 | -0.029
26. Cc1cc(C)n2c(=S)[nH]nc2n1
→ 3 | -18 | 0.6 | 24 | 40 | 7 | 5 | 0.9 | 0.22
27. CCOC(=O)N1CCN(C(=O)CN2C(=O)COc3ccc(C(C)(C)C)cc32)CC1
→ 8 | -20 | 1 | 7 | 5 | -5 | -8 | 1.1 | 0.27
28. N#Cc1nc(-c2ccccc2F)oc1NCCc1ccccn1
→ 3 | x | 0.8 | x | 21 | 20 | x | 0.8 | -0.53
29. O=C(CSc1nccn1-c1ccc(Cl)cc1)Nc1ccc2c(c1)OCO2
→ -1 | -13 | 0.5 | 15 | 54* | 69* | -45 | 0.3 | 0.73
30. Cc1cc(/C=N/Nc2ccc([N+](=O)[O-])cn2)c(C)n1-c1ccccc1
→ 25* | 9 | 0.7 | 9 | 25 | -11 | 10 | 1.1 | 0.13
31. CSc1nc2ccccc2n1CC(=O)N1CCCCC1
→ 2 | 35 | 1 | -14 | -4 | 26 | 41 | 0.7 | 0.36
32. COC(=O)c1cc(C(=O)c2cccc(Cl)c2Cl)cn1C
→ x | -1 | 2* | 3 | -96 | 90* | -38 | 0.1 | -0.55
33. Cc1ccc(CNC(=O)CSc2nc3ccccc3c3nc(C)nn23)cc1
→ x | -16 | 2* | -9 | -98 | 23 | -33 | 0.8 | 0.19
34. Cc1cc(C)n(-c2nc(NCC3CCCO3)c3c4c(sc3n2)COC(C)(C)C4)n1 (stereo unspecified)
→ 4 | -8 | 0.8 | 6 | 20 | 1 | 6 | 1 | 2.1
35. CCOC(=O)Cn1c(N)c(C(=O)OC)sc1=S
→ 6 | -37 | 0.4 | 4 | 58* | 27 | -28 | 0.7 | -0.18
36. CSc1[nH]c(=O)c(C(=O)O)cc1C#N
→ 7 | 0 | 1.1 | 3 | -8 | 4 | 17 | 1 | 2.3
37. N/C(=N\OC(=O)c1ccc(Cl)cc1Cl)c1ccc(Cl)cc1
→ x | x | 1.1 | 6 | -7 | -17 | -8 | 1.2 | -0.7
38. NC(=O)C1CCN(C2CC(=O)N(Cc3ccc(N4CCCC4=O)cc3)C2=O)CC1 (stereo unspecified)
→ 5 | -35 | 1 | -10 | 3 | -31 | 0 | 1.3 | -0.83
39. O=C(O)COc1ccc(NC(=O)c2ccco2)cc1
→ 1 | 8 | 2.6* | 14 | -161 | 8 | 12 | 0.9 | -1.4
40. CCn1c(=O)c2c(nc(SCC(=O)NCC3CCCO3)n2C)n(C)c1=O (stereo unspecified)
→ 3 | -5 | 1.1 | 15 | -12 | -4 | -23 | 1 | -0.68
41. COCCCNC(=O)CC(NS(=O)(=O)c1ccc(C)cc1)c1ccco1 (stereo unspecified)
→ -3 | -22 | 0.9 | -49 | 8 | 24 | 16 | 0.8 | -0.99
42. Cc1nn(-c2ccccc2)c(C)c1/C=N/n1c(-c2ccc(C(C)(C)C)cc2)n[nH]c1=S
→ x | -9 | 0.2 | -1 | 82* | 34 | -9 | 0.7 | 0.37
43. O=C(CSc1nnnn1C1CCCC1)NCc1ccccc1
→ 4 | -2 | 0.8 | 4 | 16 | 48 | -4 | 0.5 | 0.19
44. CCOC(=O)N1CCN(C(=O)CN(c2ccc(Cl)c(C(F)(F)F)c2)S(C)(=O)=O)CC1
→ 8 | -5 | 0.9 | 1 | 12 | 56* | -60 | 0.4 | 0.77
45. CCC(=O)N1CCc2cc(Br)cc(S(=O)(=O)NCCN3CCCCC3C)c21 (stereo unspecified)
→ 9 | x | 1.2 | x | -25 | 3 | x | 1 | -0.28
46. Cc1ccc2nc(C(F)OC(F)(F)F)[nH]c2c1 (stereo unspecified)
→ 5 | 0 | 1.1 | 5 | -7 | 14 | 27 | 0.9 | -1.4
47. O=C(C1=C(O)C(=O)N(CCN2CCOCC2)C1c1cccnc1)c1cc2ccccc2o1 (stereo unspecified)
→ -1 | -9 | 0.8 | -15 | 20 | -10 | 8 | 1.1 | -0.5
48. O=C(NCc1cccnc1)c1cccc(S(=O)(=O)N2CCOCC2)c1
→ 11 | -13 | 0.8 | 12 | 24 | 61* | -5 | 0.4 | -0.054
49. O=C(CN1CCC(c2nc3ccccc3s2)CC1)NCc1cccs1
→ 6 | 7 | 1 | u | -4 | 7 | 4 | 0.9 | 1.8
50. Cn1c(N2CCC(C(N)=O)CC2)nc2c1c(=O)n(Cc1ccc(Br)cc1)c(=O)n2C
→ -1 | -22 | x | -4 | x | x | -22 | x | 1.6
51. Cc1cc(C)c2c(n1)sc1c(N3CCOCC3)ncnc12
→ 6 | 11 | x | 61* | x | x | -6 | x | x
52. S=C1N(c2ccccc2)C(c2cccc3ccccc23)N2CCCN12 (stereo unspecified)
→ 2 | -11 | 0.7 | -4 | 34 | 18 | -27 | 0.8 | -0.47
53. O=C(Nc1ccc2c(c1)OCCO2)c1cc(-n2cnnc2)ccc1Cl
→ 10 | -22 | 1.2 | -17 | -20 | 0 | -9 | 1 | 0.12
54. CCN(CCNC(=O)C1CCN(S(C)(=O)=O)CC1)c1ccccc1
→ 10 | x | 1.2 | x | -18 | 5 | 4 | 1 | 0.17
55. COc1ccc(S(=O)(=O)NC(C)C(=O)O)cc1 (stereo unspecified)
→ 0 | -3 | 0.9 | -1 | 6 | 6 | -41 | 0.9 | -0.64
56. O=C(O)CC(c1ccccc1)n1cnnn1 (stereo unspecified)
→ x | -21 | 1.1 | 16 | -8 | -12 | -30 | 1.1 | 0.21
57. CC(=O)NC1=NN(C(C)=O)C(c2cccs2)S1 (stereo unspecified)
→ 8 | -20 | x | -39 | x | x | -10 | x | -0.084
58. COc1ccc(C/C(=N\O)c2ccc(OC)cc2)cc1
→ 1 | 12 | 0.4 | 11 | 58* | 57* | 5 | 0.4 | 0.49

Sorted by number of heavy atoms (ascending): some entries from above
Results follow in this order: Candida biofilm | TNFa cytotox | CYP2C9 activ | VCAM1 TNFa inh | CYP2C9 inhib | CYP2C19 inh | IL1B cytotox | CYP2C19 activ | DAT uptake mod
56. O=C(O)CC(c1ccccc1)n1cnnn1 (stereo unspecified)
→ x | -21 | 1.1 | 16 | -8 | -12 | -30 | 1.1 | 0.21
57. CC(=O)NC1=NN(C(C)=O)C(c2cccs2)S1 (stereo unspecified)
→ 8 | -20 | x | -39 | x | x | -10 | x | -0.084
58. COc1ccc(C/C(=N\O)c2ccc(OC)cc2)cc1
→ 1 | 12 | 0.4 | 11 | 58* | 57* | 5 | 0.4 | 0.49
51. Cc1cc(C)c2c(n1)sc1c(N3CCOCC3)ncnc12
→ 6 | 11 | x | 61* | x | x | -6 | x | x
54. CCN(CCNC(=O)C1CCN(S(C)(=O)=O)CC1)c1ccccc1
→ 10 | x | 1.2 | x | -18 | 5 | 4 | 1 | 0.17
50. Cn1c(N2CCC(C(N)=O)CC2)nc2c1c(=O)n(Cc1ccc(Br)cc1)c(=O)n2C
→ -1 | -22 | x | -4 | x | x | -22 | x | 1.6

Screening data deposited in PubChem BioAssay by several laboratories.
